Screening data (PubChem)
KOR beta-arrestin-1 – KOR antagonists, beta-arrestin recruitment, cell-based, luminescence, uHTS (AID 1778); Kappa-type opioid receptor (Homo sapiens); KOR beta-arrestin recruitment, luminescence, antagonist mode; higher % means a stronger effect; inhibition, % at 10 µM, or IC50 in µM where a hit was titrated; 290,000 compounds, 0.091% hits; note: strong numbers were not always called active
NOD1 inhibition – NOD1 signaling inhibitors, primary screen, cell-based, luminescence, uHTS (AID 1578); NOD1-driven NF-kB luciferase reporter cells, luminescence; higher % means a stronger effect; inhibition, % at 4 µM; hits with a dose series show EC50 in µM; 290,000 compounds, 1% hits; in the data active = inhibition mostly above about 36%, no sharp cut-off; inactive = mostly below about 34%;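 note: HEK-293T reporter cells stimulated with the NOD1 agonist gamma-tri-DAP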
NS5 inhibitors – Dengue-2 NS5 methyltransferase inhibitors, primary screen, biochemical, confirmation dose response (AID 588689) | Genome polyprotein (Dengue virus type 2 (strain 16681-PDK53)) | Dengue-2 NS5 methyltransferase capping enzyme assay, biochemical; higher % means a stronger effect | inhibition, % at 25 µM, or IC50 in µM where a hit was titrated | 340,000 compounds, 0.3% hits; in the data active = a potency from the dose series; inconclusive = inhibition above about 29% without an active follow-up result
Yfh1-depleted yeast – enhancers of respiration in Yfh1-depleted yeast, dose response, Friedreich's ataxia, plus single-dose screen (AID 1465) | S. cerevisiae Yfh1-off respiration, WST-1 reduction, 72 h; higher fold induction means a stronger effect | fold induction at 50 µM; hits with a dose series show EC50 in µM | 220,000 compounds, 0.074% hits;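 active = fold induction of absorbance versus untreated yeast above a set limit, then at least 30% activation at any dose in follow-up; inconclusive = repeats straddling the limit, or above it without dose testing; inactive = fold induction below the set limit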;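 note: activators that raise dye reduction in frataxin-depleted yeast; strong numbers were not always called active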
AID2073 – inhibitors of Mint1-CaV2.2 protein interaction, biochemical, HTRF (AID 2073) | inhibition, % at 20 µM; hits with a dose series show IC50 in µM | HTRF protein-protein interaction, Mint1-CaV2.2; higher % means a stronger effect | 290,000 compounds, 0.19% hits | Voltage-dependent N-type calcium channel subunit alpha-1B (Homo sapiens); in the data active = inhibition mostly above about 51%, no sharp cut-off; inconclusive = no clear call, values can overlap the other calls; inactive = mostly below about 53%; note: some results filed as inactive read as strong as hits
KOR beta-arrestin-2 – KOR agonists, beta-arrestin recruitment, primary screen, cell-based, luminescence, uHTS (AID 1777). KOR beta-arrestin recruitment, luminescence; higher % means a stronger effect. one-dose activation, % at 10 µM; EC50 in µM for titrated hits. 280,000 compounds, 0.02% hits; in the data active = activation above about 50%, passing the limit was not always enough; note: a part of the inactive calls stands beside numbers as strong as those of hits
West Nile antiviral – West Nile virus antiviral activity, cell-based, CPE readout (AID 1621). West Nile virus-infected cells, CPE inhibition; higher % means a stronger effect. CPE inhibition, % at 10 µM, or IC50 in µM where a hit was titrated. 290,000 compounds, 0.02% hits; in the data active = a potency from the dose series; inconclusive = CPE inhibition mostly from about 3.7% at the one dose, without a potency; inactive = the rest, 99 in 100 with CPE inhibition below about 2.2%; note: strong numbers were not always called active
HEK293 NOD2/NF-kB – NOD2 signaling inhibitors, cell-based, luminescence, uHTS, HEK293 (AID 1566). HEK293 NOD2/NF-kB luciferase reporter, luminescence; higher % means a stronger effect. inhibition, % at 4 µM; hits with a dose series show EC50 in µM. 290,000 compounds, 0.63% hits; note: many of its hits are not listed in these tables
HIV peptide binding – inhibitors of HIV fusion peptide binding, primary screen, biochemical, uHTS, fluorescence dequenching (AID 1986); cell-free peptide binding, fluorescence dequenching, 30 min; higher % means a stronger effect; one-dose inhibition, % at 20 µM; IC50 in µM for titrated hits; 290,000 compounds, 0.3% hits; in the data active = inhibition mostly above about 52%, no sharp cut-off; inactive = mostly below about 76%; note: some results filed as inactive read as strong as hits
NS5 inhibitors pilot replicate – second read-out of NS5 inhibitors, no call of its own (marks repeat the call); inhibition, %; measured here: pilot screen replicate inhibition
Starred values were filed as active, the others as inactive; i = inactive; ? = inconclusive; · = no result given; [ ] = dose if it differs, or a comment. Cut-off read from the data, not from the text of the source, unless noted: active = inhibition above about 50%; inactive = the rest. Not all compounds are listed; count on the stated rates, not on these rows.

SMILES	KOR beta-arrestin-1	NOD1 inhibition	NS5 inhibitors	Yfh1-depleted yeast	AID2073	KOR beta-arrestin-2	West Nile antiviral	HEK293 NOD2/NF-kB	HIV peptide binding	others
CCCCN(C)C(=O)CNC(=O)c1nn(-c2ccc(OC)cc2OC)c(=O)c2ccccc12	-18%	-3%	-1%	·	10%	-0.8%	-1.1%	10%	-1.4%
CCCc1cc(=O)c2ccc(OC/C(C)=N/O)cc2o1	29%	0%	4%	i	?	-1.0%	0.1%	17%	-2.2%
CCC(=O)c1cn(CCOc2ccccc2OC)c2ccccc12	-14%[20 µM]	5%	-3%	·	4%	0.7%	-1.2%	12%	1.0%
O=C(Cc1ccccc1)NCCn1ccc2ccccc21	-23%	-12%	-1%	i	-1%	-4.4%	1.1%	2%	0.5%
Cc1ccc(-n2c(O)c(C=NC3CCS(=O)(=O)C3)c3ccccc3c2=O)c(C)c1 (configuration not stated)	19%	-8%	-3%	i	4%	3.2%	-0.1%	14%	-0.9%
O=C(COc1ccc2c(c1)CCC2)NCc1cccc(Cl)c1	-14%	-29%	-3%	i	5%	-4.1%	-0.4%	-5%	0.7%
CCOC(=O)c1cnc2c(-c3ccccc3)c(-c3ccccc3)nn2c1C	-9%	-2%	-7%	·	18%	-1.5%	-0.9%	47%	0.4%
CCCc1c(C(=O)N/N=C(\C)CCc2ccccc2)nnn1-c1nonc1N	-12%	10%	-4%	·	-6%	2.9%	0.1%	16%	0.2%
O=C(CN1CCOCC1)Nc1c2c(nc3ccccc13)N(Cc1ccccc1)CC2	22%	-16%	0%	i	0%	2.5%	-0.2%	5%	4.9%
CNC(=O)/C(C#N)=C/c1ccc(-c2ccc(OC)cc2[N+](=O)[O-])o1	6%	-26%	5%	i	11%	-0.7%	0.3%	-32%	23%
CCN(CC)S(=O)(=O)c1ccc(NC(=O)c2ccc(N(C)S(C)(=O)=O)cc2)cc1	-17%	41%	-5%	i	6%	-0.4%	-0.5%	40%	1.4%
Fc1ccc(F)c(C2=NNC(=Nc3ccccc3F)SC2)c1	10%	-17%	-3%	i	-33%	-3.7%	2.3%	-59%	-2.3%
C=CCn1c(-c2ccc(Cl)cc2)cnc1SC(C)C(=O)NC(N)=O (configuration not stated)	4%	-12%	-8%	i	2%	-4.1%	-0.4%	1%	-1.2%
Clc1nnc2ccc(-c3ccccc3)nn12	9%	-10%	-8%	i	3%	3.4%	1.6%	6%	-0.3%
Cc1ccc(Cl)c2c1NC(=O)C2(O)CC(=O)c1ccccc1O (configuration not stated)	33%	-50%	-13%	·	6%	-1.0%	-0.4%	-7%	-0.6%
O=C1c2ccccc2C2(c3ccccc3)NCCN12 (configuration not stated)	-9%	16%	-1%	i	17%	-5.2%	·	20%	2.5%
O=S(=O)(NCc1ccc(F)cc1)c1ccc(-c2cnc(C3CC3)o2)cc1	-11%	36%	-11%	·	13%	-2.0%	0.1%	27%	0.6%
CC(=O)c1c(O)cc(C)n(-c2ccc(F)cc2)c1=O	-19%[20 µM]	20%	-4%	i	15%	-5.4%	0.7%	18%	-3.7%
CN(C)c1ccc(S(=O)(=O)c2ccc(Cl)cc2)cc1	-14%	4%	2%	·	20%	-1.9%	·	16%	-0.4%
CCN(CC)c1nc(C)c(C(=S)Nc2cc([N+](=O)[O-])ccc2Cl)s1	29%	-2%	-30%	i	22%	-6.9%	-0.4%	32%	5.2%
COc1ccc(C2(C)NC(=O)N(CC3CCCCC3)C2=O)cc1 (configuration not stated)	-16%	1%	-4%	·	9%	4.2%	-1.2%	22%	-1.8%
O=c1c2cc(F)ccc2[nH]c(=S)n1Cc1ccc(F)cc1	-6%	1%	-7%	·	4%	1.2%	-0.2%	19%	2.0%
O=C(c1ccccc1)c1ccc(N2CCOCC2)c(F)c1	19%	-69%	2%	i	3%	-5.3%	-0.3%	-51%	-2.1%
CC(C)C(NC(=O)c1ccccc1NC(=O)c1ccccc1)C(=O)NCCCn1ccnc1 (configuration not stated)	10%	-24%	-5%	·	6%	0.0%	-0.7%	10%	-1.0%
CC1CCCN(C(=O)c2nn(C)c3c2CSc2ccccc2-3)C1 (configuration not stated)	14%[20 µM]	0%	-7%	·	-14%	-5.5%	-0.6%	8%	0.4%

Fetched one by one from above:
SMILES	KOR beta-arrestin-1	NOD1 inhibition	NS5 inhibitors	Yfh1-depleted yeast	AID2073	KOR beta-arrestin-2	West Nile antiviral	HEK293 NOD2/NF-kB	HIV peptide binding	others
CC(=O)c1c(O)cc(C)n(-c2ccc(F)cc2)c1=O	-19%[20 µM]	20%	-4%	i	15%	-5.4%	0.7%	18%	-3.7%
CCOC(=O)c1cnc2c(-c3ccccc3)c(-c3ccccc3)nn2c1C	-9%	-2%	-7%	·	18%	-1.5%	-0.9%	47%	0.4%
O=C(COc1ccc2c(c1)CCC2)NCc1cccc(Cl)c1	-14%	-29%	-3%	i	5%	-4.1%	-0.4%	-5%	0.7%
CCCc1c(C(=O)N/N=C(\C)CCc2ccccc2)nnn1-c1nonc1N	-12%	10%	-4%	·	-6%	2.9%	0.1%	16%	0.2%
CCN(CC)c1nc(C)c(C(=S)Nc2cc([N+](=O)[O-])ccc2Cl)s1	29%	-2%	-30%	i	22%	-6.9%	-0.4%	32%	5.2%

Remaining list, next part
SMILES	KOR beta-arrestin-1	NOD1 inhibition	NS5 inhibitors	Yfh1-depleted yeast	AID2073	KOR beta-arrestin-2	West Nile antiviral	HEK293 NOD2/NF-kB	HIV peptide binding	others
O=C(CNCC1CCCO1)N1CCCCCC1 (configuration not stated)	27%[20 µM]	-19%	-8%	i	20%	1.9%	0.0%	16%	0.0%
CC1=C(C)CC(C(=O)Nc2ccc3c(c2)OCO3)C(C(=O)O)C1 (configuration not stated)	-23%	-12%	-4%	i	-14%	0.9%	0.6%	-12%	-2.3%
COc1ccc(-n2c(=O)[nH]c3cc(C(=O)NCCc4ccc(Cl)cc4)ccc3c2=O)cc1OC	-7%	7%	-3%	i	6%	-4.1%	-0.3%	11%	3.0%
CCC(C(=O)NCc1ccco1)N(Cc1cccs1)C(=O)CNS(=O)(=O)c1ccccc1 (configuration not stated)	1%	-19%	2%	i	-3%	4.9%	1.4%	-4%	0.0%
O=C(CNCc1ccco1)Nc1ccc(Oc2ccccc2)cc1	-10%	-8%	-5%	i	-5%	1.8%	·	-4%	-1.1%
COc1ccccc1N1CC(O)=C(c2nc3ccccc3s2)C1=N	-77%	21%	5%	i	12%	6.8%	-0.5%	-39%	-0.7%
CCCn1c(SCC(=O)NC23CC4CC(CC(C4)C2)C3)n[nH]c1=O	44%	8%	-4%	i	12%	-2.8%	1.1%	9%	-1.5%
CCn1c(C)c(C(=O)O)c2cc(OC)c3ccccc3c21	-45%	-6%	1%	·	17%	-1.9%	0.4%	-10%	-0.8%
O=C(O)CCSCC(=O)c1ccc2c(c1)OCCO2	-11%	39%	1%	i	-1%	-8.7%	-0.2%	42%	-0.7%
Cc1c(Cl)c(-c2n[nH]c(=S)n2Cc2ccco2)nn1C	-18%	-12%	0%	i	16%	11%	0.4%	-4%	-0.3%
COc1cccc(-c2nc(Oc3cc(C)cc(C)c3)c3ccccc3n2)c1O	-3%	-46%	·	i	10%	5.3%	0.4%	-1%	-0.6%
OCc1c(OCc2cccc(F)c2)ccc2ccccc12	-14%[20 µM]	-7%	8%	·	8%	5.2%	-0.8%	-38%	1.9%	NS5 inhibitors pilot replicate=0.6
CCCN1CNC(=S)N(c2cccc(C)c2C)C1	-52%	2%	-1%	i	-16%	2.1%	0.1%	-12%	-0.7%	NS5 inhibitors pilot replicate=-4.1
Cc1ccc(C2C(C#N)C(C#N)N3CCCN23)cc1 (configuration not stated)	-26%	-12%	-1%	i	4%	2.2%	0.5%	-18%	1.1%
CN1CCN(S(=O)(=O)c2cccc(C(=O)Nc3cc(C(N)=O)cc(C(N)=O)c3)c2)CC1	-30%	-3%	-8%	·	10%	-2.4%	0.2%	9%	1.3%
COc1ccc(Cc2c(Cl)ncnc2Cl)cc1	1%	24%	1%	i	5%	3.8%	2.2%	20%	-0.3%
Cc1ccc(CSCC(=O)NCc2ccc3c(c2)OCO3)cc1	25%	-3%	1%	i	-2%	4.8%	-0.2%	6%	-1.9%
CCOc1ccc(NC(=O)CSc2nc3ccsc3c(=O)n2CCC(=O)O)cc1	-70%	-4%	6%	·	6%	-2.0%	1.1%	6%	2.5%
Cc1ccc(S(=O)(=O)NN2C(=O)c3ccccc3NC2c2ccccc2F)cc1 (configuration not stated)	6%	-10%	-10%	·	24%	2.9%	-1.0%	31%	1.4%
COc1cc(OC)c2c(-c3ccccc3)cc(=O)oc2c1C(CC(=O)N1CCCC1)c1ccc2c(c1)OCO2 (configuration not stated)	27%	18%	-12%	i	16%	-1.1%	-0.8%	24%	-1.6%
FC(F)(F)c1cccc(NC(=S)NCc2ccccc2)c1	-7%	0%	-10%	i	2%	0.4%	0.8%	-1%	0.6%
COc1ccc(OCCOCCOc2ccc(C)cc2[N+](=O)[O-])cc1	·	-40%	-2%	i	3%	-0.1%	-0.3%	-6%	-1.9%
COc1ccc(-n2nc3c(c2NC(=O)Cc2cccc(C)c2)CS(=O)C3)cc1 (configuration not stated)	18%	8%	-8%	i	-5%	-6.8%	-0.1%	4%	-0.6%
CCOC(=O)c1c(N2CCCCC2)c2ccccc2[nH]c1=O	1%	17%	3%	i	4%	1.5%	-0.3%	3%	-0.1%
Cc1cc(C)nc(SCc2ccc3nonc3c2)n1	-72%	-15%	5%	i	-6%	9.4%	-0.5%	-6%	1.2%
Further structures follow:
SMILES	KOR beta-arrestin-1	NOD1 inhibition	NS5 inhibitors	Yfh1-depleted yeast	AID2073	KOR beta-arrestin-2	West Nile antiviral	HEK293 NOD2/NF-kB	HIV peptide binding	others
COCC(C)NC(=O)C1CC(=O)N(c2ccc(C)cc2)C1 (configuration not stated)	-31%	-16%	-6%	i	-11%	3.5%	0.1%	1%	-3.0%
COc1cccc(CNc2ccc(N3CCC(C)CC3)cc2)c1OC	19%	-53%	18%	i	-22%	0.5%	0.6%	0%	2.3%	NS5 inhibitors pilot replicate=0.9
O=[N+]([O-])c1ccc(O)c(C=Nc2ccc3nc(-c4ccccc4)[nH]c3c2)c1	3%	-21%	23%	i	?	2.2%	-0.6%	-31%	1.9%
CC1Cc2ccccc2N1C(=O)CNc1ccccc1N1CCCCC1 (configuration not stated)	2%	-16%	-1%	i	-9%	3.1%	-0.8%	5%	1.7%
C1CCCCCC(NCCN2CCNCC2)CCCCC1	-35%	-6%	2%	i	-9%	4.5%	-0.8%	-4%	1.7%
CCn1c(COc2ccc3ccccc3c2C)nnc1SCC(=O)Nc1cccc(C(=O)O)c1	-9%	-30%	-7%	·	14%	-2.6%	-0.5%	-6%	9.5%
C/C(=N/NC(=O)c1ccc(-c2ccccc2)cc1)c1cccc(O)c1	-12%	-21%	-3%	·	-4%	4.0%	-0.6%	-2%	-0.5%
C/C(=N\NC(=O)C1CC1c1ccccc1)c1cccc([N+](=O)[O-])c1 (configuration not stated)	-4%	·	-2%	i	8%	3.1%	-0.3%	12%	2.0%
